High-throughput results as filed in PubChem.
C2C12 statin – suppressors of statin myotoxicity in C2C12 myotubes, primary screen, cell-based, single point, plate reader. C2C12 myotubes + simvastatin, ATP luminescence, 48 h; scaled: DMSO 0, geranylgeraniol control 100. rescue of ATP level, % at 7.49 µM. actives 0.78% (n = 330,000);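 active means mean ATP rescue above about 67%, or every replicate alone reaching that limit, limit read from the data, passing the limit was not always enough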;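 further: myotubes were challenged with 10 µM simvastatin during compound exposure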
PGC1a acetyl inh – inhibitors of PGC1a acetylation signal, primary screen, cell-based, U2OS, AlphaScreen, inhibitor mode; AlphaScreen anti-acetyl-lysine; with virally co-expressed GCN5 acetyltransferase; actives 0.17% (n = 350,000); inhibition, % at 15.6 µM; AID 651687, 2012;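 active means every replicate shows inhibition of at least 40%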;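 further: 0% = neutral control wells and 100% = positive control wells; some results beyond the cut were filed as inactive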
Cneo AK release – Cryptococcus neoformans cell lysis inducers, primary screen, AK release luminescence, single concentration | C. neoformans lysis, adenylate kinase release luminescence, 4 h; normalised: neutral wells 0, clomiphene wells 100 | actives 0.2% (n = 360,000) | lysis activity, % at 15 µM;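 active means mean lysis activity across replicates of at least 80%, whatever share of replicates individually reach that level; inactive means mean lysis activity below 80%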
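Test system: log-phase Cryptococcus neoformans yeast cells. Input: 5 × 10^6 yeast cells/mL. Medium: fresh YPD growth medium. Doses: single dose. Incubation: static 4 h at 37 °C with compound, 1 h detection. Measured by: luminescent adenylate kinase detection reagent. Read-out: signal increase indicating cell lysis. Benchmarks: Clomiphene.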
Numbers without * were called inactive. This is a subset; the hit share may differ from the screen's.

SMILES	C2C12 statin	PGC1a acetyl inh	Cneo AK release
O=C(NCCc1ccccn1)C1CC(=O)N(Cc2ccccc2Cl)C1 (centres undefined)	4	-5	2
Cc1cc(=O)oc2cc(OC(C)C(=O)Nc3nccs3)ccc12 (centres undefined)	6	-24	1
CN(C)CCNC(=O)Cn1nc(C(F)F)cc1C1CC1	-1	2	-2
COc1ccc(CCC(=O)Nc2ccc(N3CCOCC3)cc2)cc1	-2	13	0
O=C(CC1Nc2ccccc2NC1=O)Nc1ccccc1 (centres undefined)	8	1	-5
O=S(=O)(c1ccc(OCC(O)CN2CCc3ccccc3C2)cc1)N1CCOCC1 (centres undefined)	7	24	0
COc1ccc(OC)c(NC(=O)C2CC(=O)N(c3ccc(Br)cc3)C2)c1 (centres undefined)	10	9	1
Cc1ccc(CNC(=O)c2ccc([N+](=O)[O-])o2)cc1	29	-16	-2
CC(C)(C)c1nc(N2CCN(C(=O)c3ccco3)CC2)c2nnn(Cc3ccccc3)c2n1	-2	1	2
CC1Cc2ccccc2N1C(=O)CN1C(=O)NC(C)(c2ccc3c(c2)OCCO3)C1=O (centres undefined)	1	-8	0
CN(c1ccc(C(=O)NCc2cccnc2)cc1)S(C)(=O)=O	-11	3	0
Cc1ccc(-c2ccc(/C=N\NC(=O)C3C(=O)NCC3c3ccccc3)o2)cc1Cl (centres undefined)	17	-40	2
O=c1cc(CN2CCc3ccccc32)nc2sccn12	38	6	1
CN(C)c1nc(Oc2ccc(=O)[nH]n2)nc(N2CCCCC2)n1	6	0	-1
COc1ccc(C2/C(=C(\O)c3cc(C)ccc3C)C(=O)C(=O)N2CCN(C)C)cc1OC (centres undefined)	5	18	-1
Cc1c(C(Nc2ccccn2)c2ccc(Cl)cc2)c(=O)n(-c2ccccc2)n1C (centres undefined)	-6	14	4
Cc1ccc(Nc2nc(N)nc(CSC(=S)N3CCOCC3)n2)cc1	15	5	7
COCCn1nnnc1C(c1cc2ccc(OC)cc2[nH]c1=O)N1CCN(C2CCCCC2)CC1 (centres undefined)	-9	7	0
Cc1ccc(-n2c(=O)[nH]cc(C(=O)Nc3ccc4c(c3)OCCO4)c2=O)cc1	19	6	1
O=C(CCn1c(=S)[nH]c2ccccc2c1=O)NCCCN1CCOCC1	3	10	15
COc1ccc(C(=O)Oc2ccc3c(c2)OCO3)cc1OC	3	4	-3
Cn1c(=O)c2c(-c3ccc(C(C)(C)C)cc3)n(CC3CCCO3)cc2n(C)c1=O (centres undefined)	6	-5	-1
O=C(N1CCOCC1)C(F)(F)C(F)(F)C(F)(F)C(F)(F)C(=O)N1CCOCC1	1	-4	4
CCCCc1ccc(-c2nc(N)n[nH]2)cc1	-17	-6	-3
CCc1ccc(/C(C)=N\Nc2ccc([N+](=O)[O-])cc2)cc1	1	-7	-1
CC(C)Sc1nc2c(c(=O)n1-c1ccc(F)cc1)SCC2	5	-2	3
O=C(Nc1ccc2c(c1)OCO2)c1ccccc1SCC(=O)N1CCCC1	3	8	5
CSc1ccccc1NC(=O)c1cc(C)on1	-8	-5	0
Cc1sc(NC(=O)c2ccco2)c(CN2CCCCC2)c1C	-11	-19	4
Cc1cc(NC(=O)CCC(=O)N(Cc2cccs2)C(C(=O)NC2CCCC2)c2cccnc2)no1 (centres undefined)	0	1	-3
C=CCNC(=O)c1ccc2c(c1)nnn2C	-6	7	-1
Cc1cc(C(C#N)c2ccccc2)n2ncnc2n1 (centres undefined)	14	-1	-2
Cc1cc(N2C3CCC2CC(O)(c2ccc(F)cc2)C3)nc(-c2ccccc2)n1 (centres undefined)	52	-12	1
Nc1ncn(C(=O)c2ccco2)n1	4	2	0
CCOc1ccc(NC(=O)c2cccc3c2C(=O)N(CCOC)C3)cc1	-23	-94	0
O=C(Nc1ccc(Cl)c(Cl)c1)Nc1cc(C(=O)N2CCOCC2)ccc1N1CCCCC1	27	-8	-2
O=C(NC1(C(F)(F)F)C(=O)Nc2c1c(=O)[nH]c(=O)n2Cc1ccco1)C1CCCCC1 (centres undefined)	6	-2	0
O=C(CCC(=O)c1cccs1)OCc1nc2ccccc2s1	-2	2	23
Cc1cccc2cc(COC(=O)C(C)(C)C)c(=O)[nH]c12	-20	1	0
COc1ccc(C(NC(=O)c2ccco2)c2ccc(OC)c(OC)c2)cc1 (centres undefined)	9	-3	-1
CC1=CC(C)(C)N=C(NC#N)N1	104*	5	5
O=C(OCc1nnc(-c2ccccc2)o1)C1CCN(S(=O)(=O)c2cccs2)CC1	-11	5	2
Cc1ccc(-c2c(C)n([O-])c3c([n+]2=O)CCC3)o1	-12	8	-2
O=C1C2C3C=CC(C3)C2C(=O)N1CCCO (centres undefined)	-19	-7	0
COc1ccccc1S(=O)(=O)n1cc(Cc2ccccc2)c(N)n1	-8	-22	-1
c1ccc(Cn2cnc3ccccc32)cc1	0	1	2
COc1ccc(CC(C)N2CCN(Cc3ccccc3)CC2)cc1OC (centres undefined)	-10	18	-3
COc1ccc(OC)c(N2C(=O)CC(Cc3ccc(C)cc3)C2=O)c1 (centres undefined)	1	-7	1
COC(=O)[C@@H](NC(=O)Nc1cc(Cl)ccc1C)C(C)C	5	5	2
OC(COCC1CC=CCC1)Cn1cnc2ccccc21 (centres undefined)	1	-2	-3

New compounds follow
SMILES	C2C12 statin	PGC1a acetyl inh	Cneo AK release
CC(=O)Nc1ccc2nc(-c3ccccn3)[nH]c2c1	-23	-8	-1
CCOC(=O)C1CSC(CC(=O)Nc2ccc(Cl)c(Cl)c2)C(=O)N1 (centres undefined)	-6	0	0
Cn1nc(C(=O)Nc2ccc3c(c2)OCCO3)cc1C(=O)O	-18	2	-5
CC(C)C(NC(=O)OCc1ccccc1)C(=O)NCC(=O)OC(C)(C)C (centres undefined)	-4	1	10
Cc1onc(-c2ccccc2Cl)c1C(=O)NCc1ccc(N2CCCC2=O)cc1	14	4	3
O=C(O)CCSc1nnc(-c2ccncc2)n1-c1ccccc1	-22	8	1
CCOC(=O)c1nnn(-c2nc(OC)nc(N(C)C)n2)c1-c1ccccc1	-30	54	0
O=C(c1ccccc1F)N1CCc2ccccc21	6	5	1
O=C(NCc1ccco1)C(c1ccncc1)N(CCC1=CCCCC1)C(=O)Cn1nnc2ccccc21 (centres undefined)	8	5	1
O=C(NC1CCCCC1)c1ccc(CNc2ccccc2)o1	-10	7	12

Structures from the list above with a cyano group (two):
SMILES	C2C12 statin	PGC1a acetyl inh	Cneo AK release
Cc1cc(C(C#N)c2ccccc2)n2ncnc2n1 (centres undefined)	14	-1	-2
CC1=CC(C)(C)N=C(NC#N)N1	104*	5	5

Next section:
SMILES	C2C12 statin	PGC1a acetyl inh	Cneo AK release
O=C(CN(Cc1ccc2c(c1)OCO2)C(=O)CNC(=O)c1ccco1)NC1CCCCC1	-1	11	-1
Cc1ccc(S(=O)(=O)N2CCC(C(=O)Nc3ccc4c(c3)COC4=O)CC2)cc1	22	0	3
COC(=O)c1ccc(N2CCN(c3ccccc3)CC2)c(NC(=O)C2CC2)c1	-2	-5	-2
Cc1cccc(C)c1NC(=O)CSc1nnc(-c2ccco2)c(-c2ccco2)n1	28	7	0
N#CCSc1nnc(-c2cccnc2)n1-c1ccccc1	19	8	0
O=C(COC(=O)Cc1cn2ccsc2n1)Nc1nc2ccccc2s1	15	-6	0
CN(C)c1ccc(C=NCCC2(O)CCOC(C)(C)C2)cc1 (centres undefined)	17	-10	1
CC1(C)SCC2C(=O)N3C(CSC3(C)C)C(=O)N21 (centres undefined)	12	2	5
Cc1ccc(S(=O)(=O)N(C)Cc2nc(-c3ccccn3)no2)cc1	-5	4	1
COc1cccc(N2CCN(Cc3nc(N)nc(Nc4ccccc4OC)n3)CC2)c1	0	-3	-4
Cc1cc2c(C)nc(Cc3ccccc3)nc2o1	12	2	8
CCC(=O)c1ccc(OCCn2cncn2)cc1	11	5	8
COC(=O)Sc1nc(N2CCOCC2)c2c(c1C#N)CC(C)(C)OC2	3	-9	-1
COc1ccccc1CC(=O)N1CCCC1	-10	-9	0
CCOC(=O)c1cc(NC(=O)c2ccccc2)c(=O)oc1-c1ccccc1	5	3	0
Cn1c(SCC(=O)NCc2ccccc2)nnc1C1CC1	5	-16	2
N#Cc1c(-c2ccco2)cc(C2CC2)nc1N	9	1	1
Nc1ncnc2c1ncn2[C@@H]1O[C@H](CNC(=O)[C@@H](N)COCc2ccccc2)[C@@H](O)[C@H]1O	-14	-13	2
Nc1cc(-c2ccccc2)ccc1O	1	3	2
O=c1cc(Nc2ccc3c(c2)OCCO3)[nH]c(=O)n1-c1ccc(Br)cc1	14	-15	-1
C#CCN1C(=O)C2C(C(=O)NC)C3C=CC2(O3)C1C(=O)NCc1ccc(OC)cc1 (centres undefined)	-7	-7	0
Clc1cc(Br)ccc1OCCOCCN1CCOCC1	-14	1	3
O=C(NCc1ccccc1)N(Cc1nc2ccccc2c(=O)[nH]1)C1CCCC1	-11	-6	5
CCc1nnc(NC(=O)CSc2nnc(-c3ccc(OC)cc3)n2C)s1	-1	-5	-1
CCCN(Cc1cc2cc(C)ccc2[nH]c1=O)S(C)(=O)=O	11	2	-1
CCCn1nc(NC(=O)CC(C)C)c2cc3ccccc3nc21	-2	5	-1
CCOc1ccc(OCCSc2nc(C)cc(=O)[nH]2)cc1	-2	0	-1
CCOc1ccc(C2=Nn3c(nnc3-c3ccccn3)SC2)cc1	-9	-2	-1
COC(=O)c1sccc1NC(=O)c1ccco1	30	2	1
O=C1CC(N(C(=O)c2ccco2)c2cccc(Cl)c2)C(=O)N1c1cccc(Cl)c1 (centres undefined)	-8	-15	-1

In a second layout: entries from further up
Structure: C#CCN1C(=O)C2C(C(=O)NC)C3C=CC2(O3)C1C(=O)NCc1ccc(OC)cc1 (centres undefined)
  C2C12 statin = -7
  PGC1a acetyl inh = -7
  Cneo AK release = 0
Structure: Clc1cc(Br)ccc1OCCOCCN1CCOCC1
  C2C12 statin = -14
  PGC1a acetyl inh = 1
  Cneo AK release = 3
Structure: O=C(NCc1ccccc1)N(Cc1nc2ccccc2c(=O)[nH]1)C1CCCC1
  C2C12 statin = -11
  PGC1a acetyl inh = -6
  Cneo AK release = 5
Structure: CCc1nnc(NC(=O)CSc2nnc(-c3ccc(OC)cc3)n2C)s1
  C2C12 statin = -1
  PGC1a acetyl inh = -5
  Cneo AK release = -1

(further entries)
SMILES	C2C12 statin	PGC1a acetyl inh	Cneo AK release
O=C1CCCc2c1[nH]c1ccccc21	-6	-4	-3
COc1ccc(OC)c(-n2cnnn2)c1	4	5	1
CCOC(=O)C1C(=O)CC(=O)CC1CC(C)SCC (centres undefined)	5	-10	0
CCN(CC(=O)Nc1ccc2c(c1)OCCO2)C(=O)C1CCCCC1	-5	6	-1
Cc1nc2cc(-c3ccccc3)ccc2o1	-8	7	-1
CN(C)S(=O)(=O)c1ccc(N2CCCC2)c(C(=O)NC(c2ccccc2)c2ccccc2)c1	31	-19	2
Cc1ccc(S(=O)(=O)N(C)CC(=O)NC2CCCC2)cc1	96*	-13	0
COc1ccc(OCCNC(=O)c2ccccc2OCC(=O)N2CCCCC2)cc1	5	-13	2
CCCCCCNc1nc(NCc2ccco2)nc(OCC)n1	24	-18	-5
CCOC(=O)c1c(C)c(C(=O)N(C)C2CCCCC2)c(C)n1C	-35	7	1
O=C(NC1CCCCC1)c1sc(=S)n2c1[nH]c(=O)c1ccccc12	-28	-14	4
CCOc1ccc(NC(=O)CCC(=O)OC)cc1	43	5	-1
CC(=O)Nc1ccc(S(=O)(=O)N2CCC(N(C)CCC(C)C)CC2)cc1	-8	5	1
Cc1occc1-c1nnc(SCC(=O)Nc2nc3ccccc3s2)o1	-13	4	-3
c1ccc(-c2noc(-c3ccncc3)n2)nc1	-19	0	-7
Cc1ccc(C)n1-c1sccc1C(=O)O	12	-3	-6
O=C(CCC(=O)OCC(=O)c1cccc([N+](=O)[O-])c1)Nc1ccccc1Cl	1	20	-2
CCOC(=O)c1c(C)nc2sccn12	-18	13	3
O=C(COC(=O)c1cc(S(=O)(=O)N2CCc3ccccc3C2)ccc1Cl)NCc1ccco1	-6	12	0
CCN(CC(=O)Nc1ccc2c(c1)OCCO2)C(=O)CC1CCCC1	-4	-6	1

Looked up by structure from above (5):
SMILES	C2C12 statin	PGC1a acetyl inh	Cneo AK release
O=C(CCC(=O)c1cccs1)OCc1nc2ccccc2s1	-2	2	23
COc1ccccc1CC(=O)N1CCCC1	-10	-9	0
OC(COCC1CC=CCC1)Cn1cnc2ccccc21 (centres undefined)	1	-2	-3
O=C1CCCc2c1[nH]c1ccccc21	-6	-4	-3
CN(C)CCNC(=O)Cn1nc(C(F)F)cc1C1CC1	-1	2	-2

Other structures:
SMILES	C2C12 statin	PGC1a acetyl inh	Cneo AK release
Cn1c(=O)c2c(nc(SCc3cccnc3)n2Cc2ccc(F)cc2)n(C)c1=O	10	-1	-4
Cc1cc(C(F)(F)F)nn1CC(=O)NCC1CCCO1 (centres undefined)	-16	5	1
O=c1oc2ccccc2c(Nc2cccc3ccccc23)c1[N+](=O)[O-]	-5	-9	1
O=c1c([N+](=O)[O-])c(NC2CCCCC2)c2ccccc2n1-c1ccccc1	-11	4	2
CC1Cc2nc(SCC(=O)Nc3ccc4c(c3)OCCO4)n(C)c(=O)c2S1 (centres undefined)	-29	2	-4
NC(=S)NNC(=O)[C@@H]1CCCC[C@@H]1C(=O)O	2	-4	2
CC(=O)Nc1ccc(S(=O)(=O)Nc2ccc(S(=O)(=O)N3CCCCCC3)cc2)cc1	-5	-8	-7
